High-throughput results deposited in PubChem BioAssay by National Center for Advancing Translational Sciences (NCATS).
EPAC2 ag – activates human EPAC2 exchange factor; Q8WZA2; EPAC2 activation, biochemical qHTS; response scale: 100% = 6.5 mM cAMP response; Potency, µM (highest dose often 154 µM), inactives show at the highest dose activation, hits mostly activators; actives 0.079% (n = 360,000); AID 720711; further: potency means the concentration at half of the fitted maximal effect; nearly all actives have a fitted effect of over 50% in size
Target sequence (Q8WZA2 whole entry, looked up): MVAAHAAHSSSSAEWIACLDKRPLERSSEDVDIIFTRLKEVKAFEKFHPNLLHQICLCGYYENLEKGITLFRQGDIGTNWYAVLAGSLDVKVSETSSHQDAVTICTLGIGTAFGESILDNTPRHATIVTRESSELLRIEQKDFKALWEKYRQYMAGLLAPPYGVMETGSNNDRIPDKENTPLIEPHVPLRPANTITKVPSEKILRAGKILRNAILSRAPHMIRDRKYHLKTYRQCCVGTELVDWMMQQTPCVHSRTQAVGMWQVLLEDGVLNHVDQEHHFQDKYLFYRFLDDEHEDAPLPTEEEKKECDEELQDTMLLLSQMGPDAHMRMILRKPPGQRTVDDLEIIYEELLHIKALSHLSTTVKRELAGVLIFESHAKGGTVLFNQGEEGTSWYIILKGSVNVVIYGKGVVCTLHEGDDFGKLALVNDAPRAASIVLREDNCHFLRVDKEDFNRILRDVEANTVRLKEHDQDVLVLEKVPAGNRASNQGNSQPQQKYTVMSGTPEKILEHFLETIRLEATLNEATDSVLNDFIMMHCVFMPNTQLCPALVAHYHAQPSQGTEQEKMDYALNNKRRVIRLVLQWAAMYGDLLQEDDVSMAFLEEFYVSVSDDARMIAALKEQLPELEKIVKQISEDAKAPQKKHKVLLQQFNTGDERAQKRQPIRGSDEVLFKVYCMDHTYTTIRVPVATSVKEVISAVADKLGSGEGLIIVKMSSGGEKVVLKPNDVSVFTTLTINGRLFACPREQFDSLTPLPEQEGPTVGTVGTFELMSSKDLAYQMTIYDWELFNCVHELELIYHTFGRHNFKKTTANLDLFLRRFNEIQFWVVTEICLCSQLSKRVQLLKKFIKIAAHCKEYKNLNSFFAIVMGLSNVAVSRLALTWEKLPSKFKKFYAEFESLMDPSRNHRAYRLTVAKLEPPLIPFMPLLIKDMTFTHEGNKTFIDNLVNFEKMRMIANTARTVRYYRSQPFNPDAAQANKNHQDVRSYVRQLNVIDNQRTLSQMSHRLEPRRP
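EPAC2 (100 nM) mixed with Rap1B loaded with BODIPY-GDP (250 nM) plus 50 uM unlabeled GDP; compounds pinned in, 5 min RT, then read every 5 min for 30 min (ex 480, em 540 nm). Normalized to cAMP control.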
HepG2 tox – HepG2 cytotoxicity, counter-screen for TGF-b inhibitors. HepG2 CAGA-GFP viability, ATP luminescence, 18 h. actives 0.76% (n = 410,000). Potency, µM (top dose mostly 46.1 µM), inactives show top-dose activity change, negative = cytotoxicity, actives largely listed as cytotoxic; further: potency means the concentration at half of the fitted maximal effect; some results filed as inactive show a strong effect at the top dose
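CellTiter-Glo luminescence gave cytotoxicity after 18 hours at 37 degrees C. The cells were HepG2 CAGA-GFP in 1% FBS DMEM, stimulated with 500 pg/mL TGF-beta after compound addition. %Activity was normalised to no-cell wells (complete cell-killing) and DMSO (no toxicity), and curves were fitted and classified.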
IL2 activator – IL-2 activation; activation, % (series mostly up to about 46 µM); IL-2 activation reporter assay, cell-based qHTS; stimulated with anti-CD3/CD4/CD28 beads; in transgenic mouse T cells; actives 0.065% (n = 360,000); in the data active means activation above about 50%; inconclusive means mostly about 30% to 49%; further: 0% is about no effect
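Unstimulated transgenic mouse T cells preincubated 60 min with compound, then stimulated with anti-CD3/anti-CD4-coated beads plus anti-CD28 for 18 h at 37 degrees C. IL-2 response read as EGFP and DsRed fluorescence by plate cytometry.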
ATXN viability – reduces viability in counter-screen for ATXN expression inhibitors; S2 cells (HEK-293 line with an ATXN2-luciferase reporter) viability, CellTiter-Fluor protease fluorescence, 24 h; Potency, µM (series often up to 56.7 µM), usual class: cytotoxic; actives 0.49% (n = 400,000); AID 651635; further: potency means the concentration at half of the fitted maximal effect; nearly all actives have a fitted effect of over 40% in size
ATXN2 expr inh – ATXN2 expression inhibition; HEK-293 ATXN2-luciferase reporter, luminescence, 24 h; Potency, µM (doses to about 57 µM), for the others: at the top dose activity change, negative = inhibition, hits mostly inhibitors; actives 0.72% (n = 360,000); AID 1745845; further: potency means the concentration at half of the fitted maximal effect; on the % scale 0 is the no-effect control and ±100 the full control effect; nearly all actives have a fitted effect of over 55% in size
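ATXN2-luciferase reporter cells (luciferase flanked by upstream and downstream ATXN2 gene portions) were treated 24 h at 37 °C with compounds at up to 57 uM. SteadyGlo luminescence gave expression; GF-AFC fluorescence gave viability.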
Nrf2 inh – blocks Nrf2 signaling; A549 ARE-Fluc reporter, luciferase luminescence, 18-24 h; Potency, µM (highest dose often 46 µM), inactives show at the highest dose activity change, negative = inhibition, usual class: inhibitors; actives 2.1% (n = 360,000); further: potency means the concentration at half of the fitted maximal effect; on the % scale 0 is the no-effect control and ±100 the full control effect; nearly all actives have a fitted effect of over 60% in size
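Nrf2 activity is the BugLite luminescence, read 15 min after reagent at room temperature, following CellTiter-Fluor cytotoxicity readout (30 min, 37C). Compound titrations were applied for 18-24 h to 5000 A549 ARE_Fluc cells/well in 5% FBS OPTI-MEM.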
Nrf2 activator – activates Nrf2 signaling; AREc32 ARE-luciferase reporter (MCF7-derived line), luminescence, 24 h; Potency, µM (titrated, usually from 46.1 µM), without a hit: top-dose activation, hits mostly activators; actives 0.31% (n = 410,000); AID 624171; further: potency means the concentration at half of the fitted maximal effect; % of control where 0% means no effect; nearly all actives have a fitted effect of over 65% in size
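Luminescent ARE reporter assay in AREc32_Fluc cells: overnight plating at 37 deg C, 24 hr compound incubation, Steady-Glo added, 30 min RT before reading.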
A549 viability – counter-screen for Nrf2 inhibitors: cytotoxicity in A549 cells | Potency, µM (titrated, usually from 46 µM), for the others: top-dose activity change, negative = cytotoxicity, actives largely listed as inhibitors | A549 ARE-Fluc cells, CellTiter-Fluor viability, 18-24 h | AID 504648 | actives 0.16% (n = 390,000); further: potency means the concentration at half of the fitted maximal effect; on the % scale 0 is the no-effect control and ±100 the full control effect
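Cytotoxicity counterscreen: CellTiter-Fluor fluorescence was measured in A549 ARE_Fluc cells after 18-24 h of compound exposure in a concentration series. The subsequent BugLite luminescent read reports ARE-luciferase activity.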
TGFb SMAD3 inh – inhibitors of TGF-b signaling. Potency, µM (titrated, usually from 46.1 µM), inactives show top-dose activity, negative = inhibition, usual class: inhibitors. HepG2 CAGA-GFP TGF-b/SMAD3 reporter, GFP fluorescence, 18 h; TGF-beta stimulated, 500 pg/mL final. actives 1.2% (n = 410,000). AID 588855; further: potency means the concentration at half of the fitted maximal effect; on the % scale 0 is the no-effect control and ±100 the full control effect; nearly all actives have a fitted effect of over 65% in size
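Inhibition of TGF-beta-driven CAGA-GFP reporter expression in HEPG2 cells is measured by cellular GFP fluorescence after 18 h stimulation with 500 pg/mL recombinant TGF-beta in 1% FBS medium at 37 degrees C.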
Starred values were filed as active, the others as inactive; i = inactive; ? = inconclusive; / = not tested or not shown; & = joins results of further samples; [ ] = another dose, or the depositor's remark. Unless noted, the call rests on the fitted dose curve; in most records, active means well fitted curve in the direction sought with a large enough effect; inconclusive means small, poorly fitted or top-dose-only effect, or another doubt; inactive means no such curve, though single readings can be large; an effect the other way counts as inactive or inconclusive.

SMILES	EPAC2 ag	HepG2 tox	IL2 activator	ATXN viability	ATXN2 expr inh	Nrf2 inh	Nrf2 activator	A549 viability	TGFb SMAD3 inh
Cc1ccc2oc(=O)cc(CN3CCN(C/C=C/c4ccccc4)CC3)c2c1	3%	3%	-4.3	i	-19%	0%	0.0%	-4%	21%
COc1nc(NC2OC(CO)C(O)C(O)C2O)c(N)c(=O)[nH]1 (centres undefined)	7%	1%	-0.1	i	-9%	-3%	0.3%	0%	-10%
COc1ccc2c(CC(=O)OCC(=O)c3ccc(F)cc3)coc2c1	-5%	0%	-1.0	i	-13%	-12%	-0.5%	-15%	0%
CCOC(=O)c1cnc(SCC(=O)c2ccc3c(c2)OCCO3)nc1N	11%	0%	-2.0	i	34%	6%	3.0%	-5%	-3%
O=C(Nc1ccc(-c2nc3ccccc3o2)c(O)c1)c1cc(Cl)ccc1Cl	/	-15%	/	i	46%[activator]	9%	1.8%	0%	3%
Cc1c(NC(=O)/C(=C/c2cccs2)NC(=O)c2ccccc2)c(=O)n(-c2ccccc2)n1C	7%	-25%	-0.2	i	-28%	4%	-0.6%	8%	0%
CCN(CC)C(=O)[C@H]1CC(CC(=O)NCCC2=CCCCC2)C(=O)N2CCc3c([nH]c4ccc(OC)cc34)[C@]12C (some centres undefined)	5%	5%	-0.2	i	-8%	12%	4.3%	-3%	?
CC(=O)C(Cc1ccccc1)NC(=O)COC(=O)c1ccc(-n2cnnn2)cc1 (centres undefined)	7%	-1%	-0.3	?	-4%	10%	-0.3%	-7%	10%
Cc1ccn2c(NC3CCCCC3)c(-c3ccc(SC4CCCCC4)cc3)nc2c1	-4%	/	0.3	i	20%	/	0.8%	/	/
Cc1nn(Cc2noc(C(=O)NCc3ccccn3)n2)c(C)c1Br	4%	4%	-0.4	i	1%	-2%	-0.5%	-3%	1%
CC(C)CC(NC(=O)c1ccc(C#CC(C)(C)O)s1)C(=O)O (centres undefined)	8%	-12%	-0.9	i	5%	0%	-0.2%	1%	-9%
COc1ccc(C(OC(=O)c2ccco2)C(=O)NC2CCCC2)cc1OC (centres undefined)	5%	-14%	0.1	i	5%	-1%	-0.1%	2%	-3%
CCc1cccc(NC(=O)CN(c2ccc(C)cc2)S(=O)(=O)c2cccs2)c1	/	-31%	/	?	-17%	?	0.9%	3%	-11%
CC12CCC(=O)N1C(C(=O)NCCc1ccc(S(N)(=O)=O)cc1)CS2 (centres undefined)	-7%	5%	-2.5	i	-1%	13%	0.0%	6%	5%
COc1ccc(NC(=S)NC(NC(C)=O)C(Cl)(Cl)Cl)c([N+](=O)[O-])c1 (centres undefined)	3%	-19%	0.6	i	-12%[11.3 µM]	-12%	-0.5%	-10%	-18%
CC(C)Oc1ccc(C(=O)N2CCC(c3nc4ccccc4o3)CC2)cc1	/	-3%	/	/	/	?	0.2%	-7%	?
COC(=O)c1c(-c2ccc(C)cc2)csc1N	8%	-18%	3.2	i	-10%	-10%	1.6%	1%	-4%
CSc1ccccc1-c1nnc(-c2ccc(Cl)c(Cl)c2)o1	-1%	0%	-2.9	i	35%[activator]	?	0.4%	-4%	14%
CS(=O)(=O)c1ccc(C(=O)OCC(=O)NC23CC4CC(CC(C4)C2)C3)cc1[N+](=O)[O-]	-14%	-99%	1.5	?	?	-4%	14%	-8%	?
COC(=O)c1cc(NC(=O)c2cc3ccccc3o2)cc(C(=O)OC)c1	-4%	4%	-1.0	i	/	0%	-0.1%	0%	7%
O=C(COC(=O)c1ccco1)NCCNC(=O)COC(=O)c1ccco1	-5%	-3%	-1.2	i	-10%	17%	-0.2%	-1%	-5%
COc1ccc(N2C(=NC(=O)C3CCCCC3)SC3CS(=O)(=O)CC32)cc1Cl (centres undefined)	2%	-12%	-1.1	i	8%	15%	0.3%	23%	-12%
COc1cccc(C(=O)Nc2nc3nc(C)c(C)c(=O)n3[nH]2)c1	/	-26%	/	/	/	?	-0.3%	8%	-3%
Cc1ccc(CNC(=O)CS(=O)(=O)c2cn(CC(=O)N3CCOCC3)c3ccccc23)cc1	-6%	4%	-0.9	i	2%	7%	-0.4%	-4%	13%

Full records from above. Screens in order: EPAC2 ag | HepG2 tox | IL2 activator | ATXN viability | ATXN2 expr inh | Nrf2 inh | Nrf2 activator | A549 viability | TGFb SMAD3 inh
CS(=O)(=O)c1ccc(C(=O)OCC(=O)NC23CC4CC(CC(C4)C2)C3)cc1[N+](=O)[O-] across the screens: -14% | -99% | 1.5 | ? | ? | -4% | 14% | -8% | ?
COC(=O)c1cc(NC(=O)c2cc3ccccc3o2)cc(C(=O)OC)c1 across the screens: -4% | 4% | -1.0 | i | / | 0% | -0.1% | 0% | 7%

(further entries)
SMILES	EPAC2 ag	HepG2 tox	IL2 activator	ATXN viability	ATXN2 expr inh	Nrf2 inh	Nrf2 activator	A549 viability	TGFb SMAD3 inh
Cc1ccc(S(=O)(=O)N2CCN(CCO)CC2)cc1-c1nnc2c3ccccc3c(C)nn12	-2%	-12%	-0.3	i	4%	2%	0.4%	-7%	-9%
O=C(COC(=O)c1c(Cl)cccc1Cl)Nc1ccccc1Br	5%	5%	-1.1	?	27%	1%	10%	-4%	6%
Nc1ncnc2c1ncn2[C@@H]1O[C@H](C(=O)N[C@@H](CO)c2ccccc2)[C@@H](O)[C@H]1O	7%	4%	0.0	i	-1%	/	1.4%	/	14%
COc1ccc(S(=O)(=O)N2CCCCC2)cc1NC(=O)CCC(=O)N1CCC(c2ccccc2)=N1	6%	3%	0.0	i	-1%	10%	0.3%	0%	-6%
COc1cccc(NC(=O)N2CCN3CCCCC3C2)c1 (centres undefined)	/	-22%	/	i	9%	/	3.1%	0%	-7%
CCCn1c(=O)c2c(nc3n2CCS3)n(C)c1=O	2%	-17%	-3.2	i	13%	12%	9.9%	-1%	7%
CCCc1nc2ccccc2c(=O)n1NC(=O)c1c(O)c2ccccc2n(C)c1=O	-8%	5%	-0.1	?	?	18µM*	-0.2%	-22%	16%
C=CCn1c(SCC(=O)Nc2nc(C)cs2)nnc1C(NC(=O)c1ccccc1)C(C)C (centres undefined)	-2%	-7%	-1.2	/	/	0%	-0.3%	3%	-16%
CN1C(=O)NC(=O)C1c1ccccc1 (centres undefined)	7%	1%	-0.4	i	9%	?	-0.5%	-3%	6%
O=C(CCCn1ccc2cc(S(=O)(=O)N3CCCC3)ccc21)NCc1ccc(Cl)cc1	/	-27%	/	/	/	?	-0.9%	-29%	?
O=C(N/N=C/c1cccn1-c1ccc([N+](=O)[O-])cc1)c1cccnc1	-2%	-18%	-2.2	i	-26%	18µM*	-0.5%	?	?
CC(Sc1ccccc1)C(=O)N1CCN(S(=O)(=O)c2ccc(Cl)cc2)CC1 (centres undefined)	7%	-33%	0.1	i	4%	5%	-0.5%	3%	-11%
Cc1onc(-c2ccccc2Cl)c1C(=O)Nc1cnn(Cc2ccccc2)c1	13%	-9%	1.1	i	8%	-27%	2.9%	1%	-10%
CCOCCCNC(=O)Cn1cnc2c(cnn2-c2ccc(C)c(C)c2)c1=O	5%	-1%	-2.0	i	5%	3%	-0.2%	-4%	1%
O=C(NC1CC2CCCC(C1)N2C(=O)NCc1ccccc1)C1CC1 (centres undefined)	-6%	6%	-0.6	i	3%	-13%	-0.4%	-1%	?
CC(C)CC(CO)N1CCN(C(=O)c2ccc(Cl)cc2)CCC1=O (centres undefined)	1%	-2%	1.2	i	4%	5%	-0.2%	-3%	-2%
COc1ccc(CN2C(=NC(=O)c3ccccc3)SC3CS(=O)(=O)CC32)cc1OC (centres undefined)	-2%	-4%	1.5	i	-4%	-30%	1.4%	-6%	1%
O=C(COc1ccccc1)Nc1nnc(S(=O)(=O)N2CCCC2)s1	4%	-8%&-18%	0.5	i	-1%&10%	?	-0.2%&3.8%	2%&-3%	-7%&-6%
CCC(OCC(O)CN1CCCCC1)c1ccccc1 (centres undefined)	5%	-2%	0.1	i	/	10%	-1.0%	2%	11%
Cc1[nH]c2ccc(-c3n[nH]c(=S)n3C)cc2c1C	10%	-5%	-0.7	i	31%[activator]	-16%	0.5%	4%	-14%
Cc1cccc(NC(=O)CCC(=O)N/N=C/c2ccco2)c1C	-3%	-3%	0.8	i	-1%	7%	10%	-4%	5%
COc1ccc2oc(=O)cc(CN3CCN(c4ccccc4OC)CC3)c2c1	/	-12%	/	/	/	-12%	-1.4%	1%	-9%
Cc1ccc(S(=O)(=O)N/N=C\c2ccc3c(c2)OCO3)c(C)c1	5%	0%	-3.6	i	-4%	16%	-0.1%	-4%	-7%
COc1cccc(C(=O)NNC(=O)c2ccc(NS(=O)(=O)c3cccs3)cc2)c1OC	-6%	-32%	2.1	i	4%	8%	0.5%	0%	-15%
Cc1ccc(-c2nn(CC(=O)NC3CCCC3)c3c2cnc2ccc(F)cc23)cc1C	/	-3%	/	?	24%	19%	7.1%	2%	0%
COc1ccc(NC(=S)N2CCC(C(=O)c3ccc(C)cc3)CC2)c(OC)c1	9%	-12%	-0.4	?	-16%	11%	0.3%	8%	-28%
COc1cc(C2CC(=O)c3cnc(NC(=O)c4ccco4)nc3C2)cc(OC)c1OC (centres undefined)	6%	-7%	2.5	i	-17%	6%	-0.7%	0%	3%
CC(=O)c1cnc(Nc2cccc(Cl)c2Cl)s1	-10%	-17%	0.8	i	38%	?	25%	-15%	-5%
NS(=O)(=O)c1ccc(NC(=O)CSc2ccccn2)cc1	9%	-3%	-2.6	i	8%	-1%	0.1%	-17%	3%
NCC(c1ccccc1)(c1ccccc1)c1ccccc1	-1%	-26%	0.2	i	-9%	8%	2.2%	8%	-6%

Compounds as they come (roughly 4.3% active in at least one column).
